Mito fusion yeast: blocks mitochondrial division or promotes mitochondrial fusion. S. cerevisiae fusion-defective mutant growth rescue, CellTiterGlo 48 h. Potency, µM (titrated, usually from 46.1 µM), for inactives: at the highest dose growth rescue (activation), usual class: activators. 0.23% of 320,000 active. AID 485298;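 further: potency means the concentration at half of the fitted maximal effect; % of control where 0% means no effect; nearly all actives have a fitted effect of over 45% in size; temperature-sensitive fusion mutants such as fzo1-1 at 37 °C on non-fermentable ethanol glycerol medium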
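Compounds are tested for their ability to restore growth of mitochondrial fusion-defective yeast strains at non-permissive 37C in YPEG medium over 48 hours. Viability is quantified by luciferase luminescence.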
TSHR antag: blocks TSH signaling through the human TSH receptor; AID 504810; 0.2% of 330,000 active; activity change, negative = inhibition, % at 11.5 µM; TSHR-expressing cells, TSH-stimulated cAMP HTRF, 2 h; active compounds read low; P16473;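 active means activity change below a set negative limit, meaning inhibition stronger than a set level, cut at about -70% in these data; inconclusive means activity change between two set negative limits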; further: on the % scale 0 is the no-effect control and ±100 the full control effect
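TSHR-expressing cells were treated with compounds, then stimulated with TSH at EC80 (4nM final) for 2 hours at 37 deg C. Cellular cAMP was measured by HTRF competition between lysate cAMP and cAMP-d2 for a cryptate-labelled anti-cAMP antibody.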
BCR signal inh: inhibitors of chronic active B-cell receptor signaling; ABC-DLBCL IkBa-CBG/CBR reporter, luminescence ratio, 4 h; Potency, µM (doses to about 46.1 µM), for inactives: top-dose ratio change, negative = lower green/red ratio, usual class: inhibitors; 0.05% of 340,000 active; active means well fitted inhibition curve with a large enough effect in the signal ratio, with a control signal flat, not every such curve was filed as active; inconclusive means small, poorly fitted or top-dose-only effect, or effect the other way, or a change in a side signal; the % refers to the signal ratio;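 further: potency means the concentration at half of the fitted maximal effect; plate controls were basal doxycycline-induced cells for no effect and cells given 10 µM MG132 for full effect; MG132 reads +100%, hits lower the ratio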
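TMD8 ABC-DLBCL cells carrying doxycycline-inducible green luciferase fused to IkappaBalpha plus unfused red luciferase were exposed to compounds (up to 46 uM) for 4 hrs at 37C. Activity came from the overlap-corrected green/red luminescence ratio.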
Tb PFK block: inhibitors of T. brucei phosphofructokinase. T. brucei PFK, ADP-Glo luminescence. Potency, µM (top dose mostly 57.5 µM), without a hit: at the highest dose activity, negative = inhibition, actives largely listed as inhibitors. 0.17% of 330,000 active;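 further: potency means the concentration at half of the fitted maximal effect; 0% = uninhibited 1x PFK enzyme wells and -100% = no-enzyme wells; nearly all actives have a fitted effect of over 60% in size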
Target sequence (O15648 whole entry, looked up): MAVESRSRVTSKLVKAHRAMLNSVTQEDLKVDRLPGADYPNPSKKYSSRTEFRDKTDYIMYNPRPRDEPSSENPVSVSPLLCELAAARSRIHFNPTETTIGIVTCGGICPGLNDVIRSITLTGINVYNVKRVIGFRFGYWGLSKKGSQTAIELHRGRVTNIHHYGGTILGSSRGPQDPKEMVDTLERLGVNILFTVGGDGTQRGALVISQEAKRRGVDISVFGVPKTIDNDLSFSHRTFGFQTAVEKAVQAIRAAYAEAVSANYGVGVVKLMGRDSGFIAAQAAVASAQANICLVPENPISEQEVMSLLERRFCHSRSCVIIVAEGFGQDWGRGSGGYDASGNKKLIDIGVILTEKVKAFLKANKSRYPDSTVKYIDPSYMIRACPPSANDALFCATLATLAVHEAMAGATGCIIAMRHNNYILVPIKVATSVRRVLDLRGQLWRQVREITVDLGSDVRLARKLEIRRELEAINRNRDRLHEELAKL
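Luminescent ADP detection (ADP-Glo, two-step: ATP depletion then ADP-to-ATP conversion for luciferase) reported PFK activity after 45 min room-temperature reaction of 1.25 nM enzyme with 0.5 mM F6P and 0.1 mM ATP at pH 8.0.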
Eya2 phos inh: Eya2 (human) phosphatase inhibition. O00167. Potency, µM (titrated, usually from 76.9 µM), for inactives: at the top dose activity, negative = inhibition, most hits filed as inhibitors. 0.006% of 330,000 active. recombinant Eya2, OMFP fluorescence dephosphorylation (OMFP is methylfluorescein phosphate); further: potency means the concentration at half of the fitted maximal effect; on the % scale 0 is the no-effect control and ±100 the full control effect
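Eya2 protein (added as 0.2 uM solution) was preincubated with compound for 10 min at ambient temperature in 50 mM HEPES pH 7.5, 50 mM NaCl, 5 uM MgCl2, 0.05% BSA, 1 mM DTT. OMFP (added at 50 uM) then reacted 10 min; fluorescence read at 485/525 nm.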
S-ASM inh: inhibitors of human secretory acid sphingomyelinase | P17405 | placental ASM, HMU-PC fluorogenic substrate, 60 min | Potency, µM (titrated, usually from 57.5 µM), for the others: at the top dose activity change, negative = inhibition, actives largely listed as inhibitors | 0.006% of 340,000 active; further: potency means the concentration at half of the fitted maximal effect
Target sequence (P17405 47-631 limits assumed): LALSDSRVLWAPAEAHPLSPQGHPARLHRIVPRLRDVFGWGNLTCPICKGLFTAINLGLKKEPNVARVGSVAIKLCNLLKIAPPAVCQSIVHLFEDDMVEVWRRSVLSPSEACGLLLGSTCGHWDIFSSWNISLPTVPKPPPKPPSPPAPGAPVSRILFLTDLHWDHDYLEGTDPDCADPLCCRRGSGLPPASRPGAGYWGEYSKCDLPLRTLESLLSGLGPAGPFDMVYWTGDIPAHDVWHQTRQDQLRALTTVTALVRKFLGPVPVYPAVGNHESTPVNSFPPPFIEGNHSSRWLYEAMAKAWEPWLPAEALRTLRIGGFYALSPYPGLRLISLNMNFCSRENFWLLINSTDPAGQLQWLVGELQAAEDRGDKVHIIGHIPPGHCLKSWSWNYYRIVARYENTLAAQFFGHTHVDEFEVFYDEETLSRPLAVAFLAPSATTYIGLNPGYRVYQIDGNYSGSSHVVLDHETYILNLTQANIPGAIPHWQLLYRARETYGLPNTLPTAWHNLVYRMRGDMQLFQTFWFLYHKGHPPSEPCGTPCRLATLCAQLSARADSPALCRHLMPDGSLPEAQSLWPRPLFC
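Fluorescence read-out (Ex 386 nm, Em 447 nm) after stopping the reaction at pH 10. Enzyme: ASM from human placenta; substrate HMU-PC0, 9 uM final; 60 min, 37 °C. Compound preincubation 10 min, ambient temperature.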
Integrin act MD: activates integrin-mediated alleviation for muscular dystrophy | alpha7betagal myoblasts, beta-gal FDG fluorescence, 48 h | Potency, µM (series often up to 38.3 µM), inactives show at the top dose activation, actives largely listed as activators | 0.064% of 350,000 active;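 further: potency means the concentration at half of the fitted maximal effect; 100% = response of the positive control SU9516; nearly all actives have a fitted effect of over 60% in size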
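Alpha7betagal+/- myoblasts (passage 13) were plated 16-24 hr, then exposed to compounds (1:260 dilution of DMSO stock) for 48 hours at 37C. After MPER lysis, β-galactosidase reporter activity was read as FDG fluorescence (ex 480/em 540) after 30 minutes.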
ELG1 DNA repair: blocks ELG1-dependent DNA repair in HEK293T cells; HEK293T ELG1-luciferase reporter, luminescence, 16 h; DNA damage induced by 5-fluorouridine; 2.3% of 330,000 active; AID 504467; Potency, µM (doses to about 46.1 µM), for the others: at the highest dose activity change, negative = inhibition, most hits filed as inhibitors; further: potency means the concentration at half of the fitted maximal effect; on the % scale 0 is the no-effect control and ±100 the full control effect; nearly all actives have a fitted effect of over 55% in size
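Reporter activity after DNA damage by 5-fluorouridine is monitored. Compound-treated cells incubate 16 hr at 37 °C, then ONE-Glo is added for 30 min before luminescence reading.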
TCR activator: activates T cell receptor signaling; primary human leukocytes, anti-CD3, IL-2 HTRF, 48 h; Potency, µM (doses to about 9.22 µM), without a hit: top-dose activation of IL-2 secretion, hits mostly activators; 330,000 tested, under 10 active; AID 504894; further: % of control where 0% means no effect
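Using a-CD3 beads without co-stimulation, primary human leukocytes were exposed to compounds for 48 hr. An HTRF IL-2 kit measured the cytokine, with europium-to-d2 energy transfer producing emission at 665nm upon 320nm excitation.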
PTAP TSG101 blk: blocks PTAP/TSG101 interaction to inhibit HIV-1 budding; Q99816; Fluorescence polarization, FITC-PTAP peptide / Tsg101 binding; Potency, µM (titrated, usually from 115 µM), inactives show top-dose activity change, negative = inhibition, actives largely listed as inhibitors; 340,000 tested, under 10 active; active means well fitted inhibition curve with a large enough effect in the main read-out, with a control signal flat, not every such curve was filed as active; inconclusive means small, poorly fitted or top-dose-only effect, or effect the other way, or a change in a side signal; inactive means no such curve, though single readings can be large or run the other way; further: potency means the concentration at half of the fitted maximal effect; % of control where 0% means no effect
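Fluorescence polarization binding of Tsg101 binding domain (10 uM final) to FITC-labeled PTAP peptide (50 nM final) in HEPES pH 7.5 buffer with NaCl, Tween 20, EDTA, TCEP. Compounds added before peptide; binding 20 min at RT.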
AT treatment: candidate therapy for ataxia-telangiectasia. […] A-T fibroblasts, KAP-1 phosphorylation AlphaLISA; neocarzinostatin DNA damage 30 min before lysis. Potency, µM (highest dose often 57.5 µM), inactives show top-dose activation, most hits filed as activators. 0.19% of 320,000 active. AID 485349; further: potency means the concentration at half of the fitted maximal effect; % of control where 0% means no effect; nearly all actives have a fitted effect of over 45% in size
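hTERT-immortalized A-T patient fibroblasts ([…]), 500 cells/well in OPTI-MEM, 1% FBS, got compounds for 60 min, then NCS for 30 min at 37C. Lysates were then assayed for phospho-KAP-1 by AlphaLISA (anti-pKAP1 donor, anti-KAP1 acceptor beads), 6 hr at 25C.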
Numbers without * were called inactive; i = inactive; ? = inconclusive; . = not tested or not shown; & = joins results of further samples; [ ] = remark or other dose. Unless noted, the call rests on the fitted dose curve; in most records, active means well fitted curve in the direction sought with a large enough effect; inconclusive means small, poorly fitted or top-dose-only effect, or another doubt; inactive means no such curve, though single readings can be large; an effect the other way counts as inactive or inconclusive.

SMILES	Mito fusion yeast	TSHR antag	BCR signal inh	Tb PFK block	Eya2 phos inh	S-ASM inh	Integrin act MD	ELG1 DNA repair	TCR activator	PTAP TSG101 blk	AT treatment
Cn1ccnc1-c1nc2ccccc2[nH]c1=O	2%	14	-4%	-1%	1%	.	13%	14%	-3%[46.1 µM]	-4%	-5%
COc1ccc(N2CC(C(=O)N3CCN(Cc4ccc5c(c4)OCO5)CC3)CC2=O)cc1 (stereo not given)	-1%	25	-1%	15%	10%	2%	-14%	13%	-3%	0%	-4%
O=C(CN1C(=O)NC2(CCCCC2)C1=O)Oc1ccc2ccc(=O)oc2c1	-2%	5	2%	7%	-16%	i	15%	?	-16%	-3%	2%
Cc1ccc2nc(-c3ccncc3)cc(C(=O)N3CCOCC3)c2c1	-6%	26	0%	2%	-6%	-1%	2%	-3%	.	-3%	5%
O=C(COc1ccc(Cl)cc1)Nc1cccc(S(=O)(=O)NCc2ccco2)c1	7%	-9	-6%	-17%	-1%	170%	-32%	-14%	0%	-5%	5%
Cc1ccc(C(=O)c2ccc(O)cc2)cc1C	?	-4	-12%	-4%	2%	-3%	-12%	?	.	-6%	6%
O=C(COC(=O)c1ccccc1F)NC1CC1	-1%	13	4%	0%	-2%	0%	4%	15%	-6%	-5%	-7%
Brc1cccc(-c2nnco2)c1	1%	8	3%	-1%	12%	5%	2%	-3%	-5%	-8%	2%
O=C(N/N=C/c1cccs1)c1cnccn1	-4%	-6	2%	1%	1%	4%	-3%	?	-3%[46.1 µM]	1%	7%
CC(=O)c1cnc2c(-c3ccc(Cl)cc3)c(C)nn2c1C	1%	-2	6%	0%	0%	-2%	-1%	2%	4%[46.1 µM]	0%	0%
CN(C)S(=O)(=O)c1cccc(C(=O)NCC2CCCCC2)c1	-2%	7	-11%	0%	13%	-3%[11.5 µM]	3%	-6%	2%	1%	0%
COc1ccc(C2CC(O)(c3ccccc3)Oc3cc(OC)cc(OC)c32)cc1 (stereo not given)	-3%	-28	?	22%	-8%	-12%	-16%	-19%	-5%	.	-77%[inhibitor]
O=C(Nc1ccccc1Cl)C1CCCN(c2ncnc3c2nc2n3CCCCC2)C1 (stereo not given)	14%	-18	-22%	2%	0%	-6%	-26%	?	7%	-8%	-5%
COc1ccc(C(CNC(=O)c2cccc(NS(=O)(=O)c3ccccc3)c2)N(C)C)cc1 (stereo not given)	2%	-4	-9%	-1%	16%	7%	-5%	0%	-5%	-1%	15%
CC(C)C[C@H](NC(=O)NCc1ccc(Cl)cc1)C(=O)O	8%	8	3%	3%	5%	0%	24%	3%	12%	0%	6%
COC(=O)C1=C(C)N(CC2CC2)C(=NCc2cccc(Cl)c2)N[C@H]1c1ccccc1	-1%&-14%	6&39	?	-1%&-1%	6%&3%	7%	-45%[inhibitor]	7%	-1%	-3%	4%&-6%
CCCC(=O)NC(c1ccc(Cl)cc1Cl)c1ccc2cccnc2c1O (stereo not given)	3%	-15	-15%	4%	0%	-2%	-39%	?	1%	-3%	-3%
O=C(NCCCN1CCOCC1)c1ccc2c(c1)N(Cc1cccc(Cl)c1)C(=O)CS2	-1%	-7	13%	5%	4%	-1%	-47%[inhibitor]	3%	-4%	-4%	6%
CC(C)CN(C(=O)c1ccc(F)cc1F)c1c(N)n(CC(C)C)c(=O)[nH]c1=O	8%	10	-2%	8%	7%	3%	-9%	4%	-3%	0%	4%
C(=C\c1ccncc1)/c1ccccc1	3%	-1	-1%	1%	-18%	3%	10%	?	0%	-9%	2%
Cn1c(CNC(=O)c2ccccc2)nnc1SCC(=O)N1CCN(c2ccccc2)CC1	-9%	-2	-13%	-4%	12%	5%	-6%	-5%	2%[46.1 µM]	-9%	3%
COc1ccc(S(=O)(=O)NCCc2cc3ccc(C)c(C)c3[nH]c2=O)cc1	0%	-7	-10%	3%	9%	-2%	-11%	-15%	8%	-5%	3%
COc1ccc(/C=C/C(=O)Nc2cc(C)nn2-c2nc3ccccc3[nH]2)cc1	-16%	-5	?	0%	-2%	-20%	-48%[inhibitor]	?	1%[46.1 µM]	0%	22%
C=CCOn1c(C)c(C(C)=O)c2c3nonc3ccc21	-3%	-10	8%	1%	3%	165%[activator]	?	10µM*	1%[46.1 µM]	-3%	.
CCOC(=O)C1(CC)NC(c2ccco2)C2C(=O)N(c3ccc(C)cc3)C(=O)C21 (stereo not given)	1%	25	2%	0%	2%	6%	4%	1%	-4%	-7%	-8%

Other results
SMILES	Mito fusion yeast	TSHR antag	BCR signal inh	Tb PFK block	Eya2 phos inh	S-ASM inh	Integrin act MD	ELG1 DNA repair	TCR activator	PTAP TSG101 blk	AT treatment
Cn1c(=O)c2c(nc(N3CCc4ccccc4C3)n2Cc2ccccc2F)n(C)c1=O	21%	-8	-29%	-1%	7%	-5%	0%	?	6%[46.1 µM]	-6%	1%
COc1ccc(C2=NN(c3nc(C)cc(C)n3)C(=O)C2)cc1	0%	3	-3%	-3%	-14%	-2%	15%	7%	6%	-2%	-1%
O=C(CN1CCN(Cc2cccc(F)c2)CC1)NCc1ccccc1	-6%	28	0%	4%	2%	2%	-12%	-3%	.	1%	10%
O=C(Nc1ccc2oc(-c3ccncc3)nc2c1)c1ccc(Br)o1	-4%	-1	0%	0%	-4%	45%[activator]	?	16%	5%	-1%	7%
CCOC(=O)c1c(N)nn(C(=O)C(C)(C)C)c1-c1ccccc1	1%	7	4%	-1%	18%	0%	7%	?	0%	-8%	-6%
COc1cc(C(c2c(C)[nH][nH]c2=O)c2c(C)[nH][nH]c2=O)cc([N+](=O)[O-])c1O	-10%	8	5%	-10%	-5%	-1%	-2%	8%	-2%	2%	-7%
Cc1nc2c(C(=O)Nc3ccc(N4CCCC(O)C4)cc3)snc2c(=O)[nH]1 (stereo not given)	2%	-11	-11%	-11%	-4%	-2%	-4%	?	-5%	0%	-8%
CC1CC(C)CN(C(=O)COC(=O)COc2ccc(C#N)cc2)C1 (stereo not given)	.	19	1%	1%	4%	-1%	12%	10%	-7%[46.1 µM]	0%	-9%
Cc1ccc(Cn2c(O)c(N=NC(=S)Nc3ccccc3F)c3cc(S(=O)(=O)N4CCOCC4)ccc32)cc1	2%	-7	2%	1%	-11%	-8%	-34%	?	-1%	2%	-4%
COc1cccc(N2CCN(C(=O)c3ccc(CS(=O)c4ccc(Cl)cc4)o3)CC2)c1 (stereo not given)	3%	-5	?	0%	-6%	5%	7%	?	-1%	-4%	5%
N/C(CN1CCCC1=O)=N\O	1%	1	1%	-5%	23%[15.4 µM]	-2%	18%	12%	-1%	0%	9%

Given with values under each structure: entries from further up.
Results follow in this order: Mito fusion yeast | TSHR antag | BCR signal inh | Tb PFK block | Eya2 phos inh | S-ASM inh | Integrin act MD | ELG1 DNA repair | TCR activator | PTAP TSG101 blk | AT treatment
- CCOC(=O)c1c(N)nn(C(=O)C(C)(C)C)c1-c1ccccc1
 : 1% | 7 | 4% | -1% | 18% | 0% | 7% | ? | 0% | -8% | -6%
- COc1cc(C(c2c(C)[nH][nH]c2=O)c2c(C)[nH][nH]c2=O)cc([N+](=O)[O-])c1O
 : -10% | 8 | 5% | -10% | -5% | -1% | -2% | 8% | -2% | 2% | -7%
- Cc1nc2c(C(=O)Nc3ccc(N4CCCC(O)C4)cc3)snc2c(=O)[nH]1 (stereo not given)
 : 2% | -11 | -11% | -11% | -4% | -2% | -4% | ? | -5% | 0% | -8%
